# H1N1 NS1A inhibition – H1N1 influenza NS1A inhibitors, functional cell based assay (AID 504329). NS1A functional cell-based assay, percent inhibition; higher % means a stronger effect. inhibition, % at 12.5 µM, or IC50 in µM where a hit was titrated. 340,000 compounds, 0.3% hits; in the data active = a potency from the dose series; inconclusive = inhibition above about 27% without an active follow-up result; note: strong numbers were not always called active
# M. tuberculosis – growth inhibition of non-replicating M. tuberculosis (AID 488890); Mycobacterium tuberculosis non-replicating, growth inhibition; higher % means a stronger effect; 320,000 compounds, 0.39% hits; inhibition, % at 25 µM; hits with a dose series show IC50 in µM; in the data active = a potency from the dose series; inconclusive = inhibition mostly from about 82% at the one dose, without a potency; inactive = the rest, 99 in 100 with inhibition below about 76%;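 note: plate controls were DMSO cells for no effect and high antibiotic wells for full effect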
# VEEV TC-83 Vero – inhibitors of VEEV TC-83 cytopathic effect, confirmation, Vero cells (AID 588727); Vero cells, VEEV TC-83 cytopathic effect inhibition; higher % means a stronger effect; one-dose inhibition, % at 20 µM; IC50 in µM for titrated hits; 350,000 compounds, 0.13% hits; in the data active = a potency from the dose series; inconclusive = inhibition mostly from about 14% at the one dose, without a potency; inactive = the rest, 99 in 100 with inhibition below about 12%; note: strong numbers were not always called active
# H37Rv inhibition – M. tuberculosis growth inhibition, HTS (AID 449762). M. tuberculosis H37Rv growth inhibition, 7H9 media; higher % means a stronger effect. inhibition, % at 25 µM, or IC50 in µM where a hit was titrated. 330,000 compounds, 0.59% hits; in the data active = a potency from the dose series; inconclusive = inhibition above about 70% without an active follow-up result;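 note: bacterial growth assessed after seven days of incubation; strong numbers were not always called active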
# Salmonella PhoP GFP – PhoP regulon inhibitors, Salmonella typhi PhoP promoter GFP reporter, confirmatory (AID 1850) | Salmonella Typhi PhoP-promoter GFP reporter, fluorescence, 4 h; higher % means a stronger effect | inhibition, % at 50 µM; hits with a dose series show IC50 in µM | 310,000 compounds, 0.33% hits; in the data active = a potency from the dose series; inconclusive = inhibition mostly from about 25% at the one dose, without a potency; inactive = the rest, 99 in 100 with inhibition below about 19%;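 note: 0% = induced wells with vehicle and 100% = uninduced wells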
# VEEV TC-83 Vero 10K pilot screen – further read-out of VEEV TC-83 Vero, marked with its call; inhibition, %; measured here: 10K pilot screen inhibition
# * = called active by the depositor; i = inactive; ? = inconclusive; . = not tested or not shown.
SMILES,H1N1 NS1A inhibition,M. tuberculosis,VEEV TC-83 Vero,H37Rv inhibition,Salmonella PhoP GFP,others
Cc1ccc(N2CC(C(=O)N3CCN(C(=O)c4ccco4)CC3)CC2=O)cc1 (stereo not given),-6%,0%,1.0%,-2%,-8%,
O=C(Nc1ccc(OC(F)(F)C(F)F)c(NC(=O)c2cccc(F)c2)c1)c1cccc(F)c1,-9%,-4%,0.6%,6%,-9%,
CCNc1c2c(nc3ccccc13)CC(C)(C)CC2=O,0%,40%,0.9%,5%,-3%,
Cc1cccc(NC(=O)c2ccc(COc3cccc4ccccc34)o2)n1,35%,50%,3.0%,8%,3%,
CCOC(=O)c1c(NC(=O)CSc2ncn[nH]2)sc(C(C)=O)c1C,-14%,-2%,5.9%,-3%,-9%,
O=C(Cn1c(=O)sc2ccccc21)NCCOc1ccccc1F,2%,-5%,2.6%,-1%,-6%,
COc1ccc(C)cc1NC(=O)C1CCN(S(=O)(=O)c2cccc3nonc23)CC1,-18%,-6%,i,-8%,-12%,
CC(Sc1ccccc1)C(=O)Nc1ccc(N2CCOCC2)cc1 (stereo not given),0%,1%,6.3%,-12%,1%,
Cc1ccc(NC(=O)c2ccc3nsnc3c2)c(Cl)c1,3%,-7%,i,-6%,3%,
COc1ccccc1CC(=O)Nc1cc(C)ccn1,0%,-7%,i,-1%,4%,
N#CC1=C(N)N2C(=C(C#N)C1c1ccc(Br)cc1)Nc1ccccc12 (stereo not given),.,0%,.,14%,-4%,
Oc1ccc(/C=N/NC(=S)NCc2ccco2)cc1,-3%,16%,2.6%,7%,-1%,
O=C(CCC(=O)N1CCCC1)N1CCCC1,-4%,2%,1.0%,-8%,0%,
O=C(Nc1cccnc1)c1cc(-c2ccc(Cl)cc2Cl)on1,5%,18%,0.7%,2%,6%,
Cn1c(NC(=O)c2ccc(Cl)cc2Cl)cc(=O)n(C)c1=O,-6%,12%,0.6%,-9%,-15%,
COc1ccc(C)cc1NC(=O)CSc1nnc(-c2ccc(C)cc2)o1,4%,?,3.4%,69%,-2%,
Cc1ccc(S(=O)(=O)N2CCCC(C(=O)N3CCN(C)CC3)C2)cc1 (stereo not given),-3%,-11%,1.8%,-21%,-8%,
CC1Oc2ccccc2N(CC(=O)N2CCCCC2)C1=O (stereo not given),6%,-2%,i,2%,1%,
Cc1ccc(NC(=O)CNC(=O)C2CCCCC2)nc1,-5%,-7%,1.4%,-3%,-4%,
CCN1CCN(CCNC(=O)c2ccc(CS(=O)c3ccc(Br)cc3)o2)CC1 (stereo not given),0%,6%,1.3%,4%,5%,
CCN(CC)c1ccc(N2C(=O)c3ccccc3C2=O)cc1,-1%,-12%,i,-4%,-4%,
COC(=O)c1cccc(N(C(=O)c2cnccn2)C(C(=O)NCc2ccccc2)c2ccco2)c1 (stereo not given),3%,4%,0.8%,-12%,7%,
Nc1c2c(nc3ccccc13)CSCC2,-4%,2%,5.3%,-12%,10%,
O=C(CNC(=O)c1ccc(OC(F)F)cc1)Nc1cccc(S(=O)(=O)N2CCCC2)c1,-17%,2%,1.8%,-3%,5%,
Nc1ccc(O)c(-c2nc3ccccc3s2)c1,7%,7%,1.3%,3%,3%,
CCOC(=O)N1CCN(c2nc(-c3ccc(OC)cc3)no2)CC1,9%,14%,i,-9%,-1%,
CC(=O)NC12CC3CC(C1)CC(C(=O)N1CCN(S(=O)(=O)c4cccs4)CC1)(C3)C2,-2%,17%,0.4%,0%,.,
Cc1ccc2c(c1)C(c1ccccc1)NCC(=O)N2 (stereo not given),-6%,-5%,1.8%,1%,4%,
COc1ccc(C(=O)N/C(=C\c2cn(C)c3ccccc23)C(=O)NCCN2CCOCC2)cc1OC,-8%,1%,i,7%,-8%,
COc1ccccc1-n1c(C)nnc1SCC(=O)Nc1cccc(C(C)=O)c1,-10%,1%,1.3%,-8%,-1%,
CC(=O)Nc1ccc(OC(=O)c2ccc(Br)c([N+](=O)[O-])c2)cc1,2%,9µM*,i,?,-8%,
CCc1ccc(-n2c(C)nc3cc(C(=O)NCc4cccnc4)ccc32)cc1,2%,46%,i,14%,12%,
O=C(Nc1cccc(NC(=O)c2cccs2)c1)c1ccc2c(c1)OCO2,1%,12%,6.0%,3%,13%,
COc1ccc2[nH]c3c(c2c1)CCN1C(=O)C(CC(=O)NC(C)(C)C)C[C@H](C(=O)N2CCCCC2)[C@@]31CCc1ccccc1 (stereo not given in full),-3%,.,1.1%,.,.,
O=C(N1CCOCC1)N1CCN(S(=O)(=O)c2ccccc2)C1,6%,8%,i,0%,-7%,
COC(=O)C1=C(c2ccc3ccccc3c2)C[C@@H]2CC[C@H]1N2C(=O)NCCCOC(C)C,-2%,13%,2.1%,-5%,.,
Cn1cccc1/C=C1\C(=O)NC(=O)N(Cc2ccco2)C1=O,4%,.,0.4%,.,.,
CCn1ccnc1CN(C)Cc1cn[nH]c1-c1ccc(F)cc1F,-1%,18%,1.1%,-7%,10%,
CC(=O)N1N=C(c2cccc([N+](=O)[O-])c2)OC1c1ccccc1Cl (stereo not given),14%,-8%,9.9%,-12%,-6%,
O=C(NCc1cccc(Cl)c1)c1cnccn1,-6%,45%,i,-3%,0%,
CN1C[C@@H]2C(c3ccc(Cl)nc3)C3(c4ccccc4)CC2(C3)[C@H]1c1ccccc1 (stereo not given in full),16%,26%,1.5%,11%,6%,
CC12CCC(=O)C=C1CCC1C2CCC2(C)C(O)(C(=O)CO)CCC12O (stereo not given),-1%,.,1.4%,.,.,
Cc1ccc(-n2c3nc(=O)[nH]c(=O)c-3cc3c(C)nn(-c4ccccc4)c32)c(C)c1,-6%,0%,0.6%,2%,2%,
Cc1cccc(-n2c(N)cc(=O)nc2SCC(=O)Nc2nnc(C)s2)c1,12%,.,0.1%,.,.,
CC(C)c1ccc(N=Nc2c(O)[nH]c(=O)[nH]c2=O)cc1,.,5%,0.7%,-1%,8%,
CCOC(=O)/C(C#N)=C/c1cn(CCC(=O)O)nc1-c1cccc(Br)c1,-5%,2%,1.3%,-2%,-4%,
O=C1CC(c2ccccc2)CN1Cc1ccccc1 (stereo not given),-1%,54%,i,-8%,-2%,
CC(NC(=O)c1ccccc1SCC(=O)N1CCCC1)c1ccc(F)cc1 (stereo not given),-10%,-5%,7.4%,-21%,-13%,
Cc1ccc(-c2nc(CS(=O)(=O)CC(=O)NC3CC3)c(C)o2)cc1,6%,8%,i,3%,2%,
CC(C)[C@H](NC(=O)OC(C)(C)C)C(=O)N/N=C/c1ccc2nccnc2c1,-20%,0%,0.9%,-2%,6%,
N#CC(=Cc1ccncc1)c1ccccc1,-4%,.,0.4%,.,.,
NC(=O)c1cc2ccccc2o/c1=N/NC(=O)c1ccccc1,-2%,40%,2.1%,7%,-3%,
O=C(CNC(=O)c1ccco1)NCC(c1ccco1)N1CCCCC1 (stereo not given),-17%,-5%,i,-10%,.,
COC(=O)c1cc(C)sc1NC(=O)C1CC=CCC1C(=O)O (stereo not given),4%,-12%,4.1%,-5%,9%,
COc1cc(/C=N/NC(=S)NC2CC3CCC2C3)ccc1O (stereo not given),1%,4%,6.9%,?,-1%,
CN1C(=O)CSc2ccc(NC(=O)NCc3ccc(F)cc3)cc21,-2%,19%,0.5%,3%,-7%,
O=C(CCCn1c(=O)c2cccn2c2cccnc21)N1CCN(c2ccccc2F)CC1,-2%,3%,3.2%,3%,9%,
Cn1ncc(Cl)c1C(=O)N1CCN(c2ncccn2)CC1,-3%,6%,0.8%,1%,10%,
CC(NC(=O)Cc1cccs1)C(c1cccs1)N1CCN(c2ccccc2)CC1 (stereo not given),8%,15%,i,4%,-2%,
CCOc1ccc(-n2c(=O)c3sccc3n(Cc3cccc([N+](=O)[O-])c3)c2=O)cc1,8%,14%,98%,11%,4%,

# (further entries)
SMILES,H1N1 NS1A inhibition,M. tuberculosis,VEEV TC-83 Vero,H37Rv inhibition,Salmonella PhoP GFP,others
O=C(NC1CC1)c1cc(=O)c2ccccc2o1,13%,-8%,1.8%,-13%,3%,
O=C(NCc1ccccn1)c1cc(-c2ccccc2Cl)nc2ccccc12,-4%,27%,0.9%,-1%,-2%,
COc1ccc(Nc2nc(N)nc(CN3CCC(C)CC3)n2)cc1,-4%,29%,0.2%,-3%,-12%,
Cc1c(NC(=O)c2ccc3c(c2)C(=O)N(CC2CCCO2)C3=O)cccc1C(=O)O (stereo not given),-5%,-2%,0.6%,-1%,-1%,
COc1cc(F)ccc1S(=O)(=O)NCc1cccnc1,-6%,-7%,1.1%,7%,-5%,
O=S(=O)(c1cccs1)n1cccn1,-8%,5%,1.8%,0%,-11%,
COc1ccc(-c2cc([C@H]3[C@@H]4C=CCC[C@@]4(C)C(=O)N3Cc3ccccc3)ccc2F)cc1,10%,12%,1.3%,1%,9%,
c1ccc(-c2nc3ccccc3c3nc4ccccc4n23)cc1,0%,2%,1.6%,-2%,-6%,
O=C1C2C(c3ccccc3)(C(=O)N1c1ccc(Cl)cc1)C2(c1ccccc1)c1ccccc1 (stereo not given),-3%,?,13%,11µM*,-5%,
CC12C(=O)N(c3ccc(C(=O)N4CCOCC4)cc3)C(=O)C1C1c3ccccc3C2c2ccccc21 (stereo not given),.,6%,.,-2%,12%,
Cc1c(Cl)cccc1NC(=O)CCN1CCCCCC1,6%,21%,2.0%,-4%,-6%,VEEV TC-83 Vero 10K pilot screen=0.7
CCc1nnc(SCC(=O)N2CCc3ccccc32)n1CC,36%,-9%,7.8%,-1%,8%,
CCc1nc2oc3ccccc3c(=O)c2cc1C(=O)OC,-24%,2%,1.4%,3%,9%,
O=C(Nc1cccnc1)c1cc(-c2ccc(F)cc2)on1,19%,69%,0.9%,4%,11%,
OCCNCc1ccc(-c2ccccc2)cc1,-4%,14%,0.8%,4%,5%,
O=C(Cc1ccccc1F)N1CCN(CC(=O)N2CCCC2)CC1,-11%,8%,1.2%,7%,.,
CCC1CN(C(=O)N2CCC(C(=O)NCc3ccccc3C)CC2)c2ccccc2O1 (stereo not given),6%,7%,4.5%,-8%,6%,
Cc1c2cnn(CC(=O)NCCN3CCOCC3)c(=O)c2c(C)n1Cc1ccccc1,7%,-4%,0.5%,-3%,3%,
COc1cccc(NC(=O)n2ncc3c(C)cccc32)c1,-23%,25%,0.6%,13%,-16%,
Cc1ccc(NC(=S)N/N=C2/CCCCc3ccccc32)cc1,12%,73%,0.4%,1%,2%,
Cc1nc(N2CCN(C(=O)c3ccco3)CC2)c2c3c(sc2n1)CC(C)CC3 (stereo not given),6%,48%,9.8%,?,4%,
COc1ccc(C2c3c(-c4ccccc4O)n[nH]c3C(=O)N2Cc2ccco2)cc1OC (stereo not given),-21%,-2%,1.7%,3%,3%,
COc1ccc2[nH]c3c(c2c1)CCN1C(=O)N([C@@H](C)C(=O)NCCc2ccc(OC)c(OC)c2)C(=O)[C@]31C,0%,50%,2.8%,-12%,7%,

# Among those listed so far, ten have a Cl atom:
SMILES,H1N1 NS1A inhibition,M. tuberculosis,VEEV TC-83 Vero,H37Rv inhibition,Salmonella PhoP GFP,others
Cc1ccc(NC(=O)c2ccc3nsnc3c2)c(Cl)c1,3%,-7%,i,-6%,3%,
O=C(Nc1cccnc1)c1cc(-c2ccc(Cl)cc2Cl)on1,5%,18%,0.7%,2%,6%,
Cn1c(NC(=O)c2ccc(Cl)cc2Cl)cc(=O)n(C)c1=O,-6%,12%,0.6%,-9%,-15%,
CC(=O)N1N=C(c2cccc([N+](=O)[O-])c2)OC1c1ccccc1Cl (stereo not given),14%,-8%,9.9%,-12%,-6%,
O=C(NCc1cccc(Cl)c1)c1cnccn1,-6%,45%,i,-3%,0%,
CN1C[C@@H]2C(c3ccc(Cl)nc3)C3(c4ccccc4)CC2(C3)[C@H]1c1ccccc1 (stereo not given in full),16%,26%,1.5%,11%,6%,
Cn1ncc(Cl)c1C(=O)N1CCN(c2ncccn2)CC1,-3%,6%,0.8%,1%,10%,
O=C(NCc1ccccn1)c1cc(-c2ccccc2Cl)nc2ccccc12,-4%,27%,0.9%,-1%,-2%,
O=C1C2C(c3ccccc3)(C(=O)N1c1ccc(Cl)cc1)C2(c1ccccc1)c1ccccc1 (stereo not given),-3%,?,13%,11µM*,-5%,
Cc1c(Cl)cccc1NC(=O)CCN1CCCCCC1,6%,21%,2.0%,-4%,-6%,VEEV TC-83 Vero 10K pilot screen=0.7

# Two compounds drawn at random from the list so far:
SMILES,H1N1 NS1A inhibition,M. tuberculosis,VEEV TC-83 Vero,H37Rv inhibition,Salmonella PhoP GFP,others
O=C(Nc1cccnc1)c1cc(-c2ccc(F)cc2)on1,19%,69%,0.9%,4%,11%,
COc1ccc(C2c3c(-c4ccccc4O)n[nH]c3C(=O)N2Cc2ccco2)cc1OC (stereo not given),-21%,-2%,1.7%,3%,3%,
